Neddyl block = inhibitors of cullin neddylation, primary screen, biochemical, TR-FRET, uHTS, NAE and Ubc12; NEDD8-conjugating enzyme Ubc12 (Homo sapiens) + NEDD8-activating enzyme E1 regulatory …; calls only at 25 µM; 360,000 tested, 0.58% active; AID 651699, 2012; in the data active = inhibition above about 36%
Rin1 Abl inh = inhibitors of Rin1-Abl protein binding, primary screen, biochemical, TR-FRET; inhibition, % at 7.35 µM; 360,000 tested, 0.4% active; AID 588664, 2011; in the data active = inhibition above about 5%, passing the limit was not always enough
CSN deneddyl inh = inhibitors of CSN-mediated cullin deneddylation, primary screen, biochemical, fluorescence polarization, uHTS. COP9 signalosome complex subunit 5 (Homo sapiens), Q92905. Purified CSN, SCF-Nedd8-OG deneddylation. inhibition, % at 12.5 µM. 360,000 tested, 0.38% active;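 active = pattern-corrected inhibition above about 35%, with an unprinted fluorescence ratio check between 0.5 and 1.5, limit read from the data, passing the limit was not always enough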;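 also: 0% = enzyme with substrate and 100% = substrate without enzyme; some results filed as inactive read as strong as hits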
Target sequence (Q92905 whole entry, looked up, one chain of several): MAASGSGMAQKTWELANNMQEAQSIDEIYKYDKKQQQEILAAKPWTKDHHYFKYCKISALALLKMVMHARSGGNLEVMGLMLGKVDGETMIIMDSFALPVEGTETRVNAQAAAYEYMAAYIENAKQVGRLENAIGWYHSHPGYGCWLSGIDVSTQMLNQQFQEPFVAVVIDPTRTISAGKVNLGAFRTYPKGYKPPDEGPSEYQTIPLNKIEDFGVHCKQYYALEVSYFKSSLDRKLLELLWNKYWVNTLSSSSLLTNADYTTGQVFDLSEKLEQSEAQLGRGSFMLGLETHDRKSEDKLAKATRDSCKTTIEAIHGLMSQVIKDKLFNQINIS
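Assay system: purified human Csn5 enzyme expressed in HEK293T cells; Input: 0.24 nM Csn5 enzyme, final concentration; Reagent: 10 nM SCFSkp2-Nedd8OG; Compound dosing: 12.5 µM single point; Times: reaction 90 min, room temperature; Technique: fluorescence polarization readout.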
MsrA inhibitor = bovine MsrA enzyme inhibitors, primary screen, biochemical, absorbance, HTS | inhibition, % at 15.5 µM | 360,000 tested, 0.75% active | purified bovine MsrA, absorbance read-out; in the data active = inhibition above about 4.5%;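 also: 0% = vehicle wells with enzyme and 100% = reference inhibitor wells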
E coli Lon inh = inhibitors of E. coli Lon protease, primary screen, biochemical, fluorescence polarization; P0A9M0; purified E. coli Lon protease; inhibition, % at 7.94 µM; 360,000 tested, 0.42% active; in the data active = inhibition above about 13%, passing the limit was not always enough;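 also: 0% = enzyme with probe and DMSO and 100% = no enzyme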
PABP1 MLLE inh = inhibitors of PABP1 MLLE–PAM2 peptide binding, primary screen, biochemical, fluorescence polarization, FITC-PAM2, GST-MLLE; 360,000 tested, 0.36% active; inhibition, % at 20 µM; in the data active = inhibition above about 35%, passing the limit was not always enough;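 also: plate controls were DMSO wells with GST-MLLE for no effect and wells lacking GST-MLLE protein for full effect; some results filed as inactive read as strong as hits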
Target sequence (P11940 whole entry, looked up): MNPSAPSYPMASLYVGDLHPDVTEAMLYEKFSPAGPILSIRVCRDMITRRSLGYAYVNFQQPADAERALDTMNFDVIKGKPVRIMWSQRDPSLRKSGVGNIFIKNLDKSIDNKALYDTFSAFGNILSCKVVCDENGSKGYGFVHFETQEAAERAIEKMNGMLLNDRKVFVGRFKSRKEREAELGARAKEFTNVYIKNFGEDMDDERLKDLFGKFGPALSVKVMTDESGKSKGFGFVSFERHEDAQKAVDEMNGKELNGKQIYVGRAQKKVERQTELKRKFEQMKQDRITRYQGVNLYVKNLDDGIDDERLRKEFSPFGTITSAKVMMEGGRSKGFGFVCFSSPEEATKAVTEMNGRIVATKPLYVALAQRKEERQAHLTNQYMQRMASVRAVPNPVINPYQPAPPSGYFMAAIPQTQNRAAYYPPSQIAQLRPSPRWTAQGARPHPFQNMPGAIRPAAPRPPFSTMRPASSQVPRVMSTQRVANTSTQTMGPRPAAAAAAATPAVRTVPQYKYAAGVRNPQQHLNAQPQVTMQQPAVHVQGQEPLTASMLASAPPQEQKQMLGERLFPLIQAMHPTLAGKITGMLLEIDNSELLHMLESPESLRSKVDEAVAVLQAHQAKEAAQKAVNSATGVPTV
bovine MsrA act = bovine MsrA enzyme activators, primary screen, biochemical, absorbance, HTS; Methionine sulfoxide reductase A (Bos taurus); purified bovine MsrA, absorbance read-out; activation, % at 10.6 µM; 360,000 tested, 0.3% active; AID 602163, 2012; in the data active = activation above about 7.5%;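 also: 0% = vehicle and 100% = reference activator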
TbMetRS inhib = T. brucei MetRS inhibitors, primary screen, biochemical, luminescence; methionyl-tRNA synthetase (Trypanosoma brucei brucei); purified T. brucei MetRS, ATP depletion, Kinase-Glo luminescence; inhibition, % at 11.9 µM; 360,000 tested, 0.4% active; AID 624268, 2012;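 active = inhibition above a per-plate cutoff of the control wells' mean inhibition plus 3 SD, cut at about 5.5% in these data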;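 also: 0% = DMSO wells median and 100% = median of wells with control inhibitor compound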
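Test system – parasite MetRS enzyme · Reagent – substrates ATP, L-methionine and bulk Escherichia coli tRNA · Doses – 11.9 µM compound single dose, 0.9% DMSO · Times – 15 min enzyme-compound preincubation, 2 h reaction, 10 min detection, 25 °C · Signal – Kinase-Glo luminescence, ATP depletion format · Controls – DMSO-only wells as low control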
FAS TE block = FAS thioesterase domain inhibitors, primary screen, biochemical, fluorescence intensity, uHTS; recombinant FAS-TE, OMFH fluorogenic substrate, fluorescence endpoint; 360,000 tested, 0.67% active; inhibition, % at 15 µM;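 active = compounds whose normalised, plate-corrected inhibition of enzyme fluorescence in the single-dose primary screen is 50% or more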;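 also: 0% = DMSO with enzyme and 100% = substrate without enzyme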
* = called active by the depositor; i = inactive; . = not tested or not shown.

1	COc1ccccc1CN1CC(C(=O)NCCc2cn[nH]c2)CCC1=O (centres undefined)
2	O=C(CSc1ccccc1)Nc1ccccc1C(=O)O
3	CC(C)(C)c1nc(SCC(=O)Nc2ccc(N3CCOCC3)cc2)c2ccccc2n1
4	N#C/C(=C\c1c(F)cccc1Cl)c1nn(-c2ccccc2)c(-n2cccc2)c1C#N
5	Cc1cccc(CN2CCC(C(N)=O)CC2)c1
6	COc1ccc(NC(=O)c2cc(=O)c3ccccc3o2)cc1Cl
7	CCCCC(CCC(=O)O)(C(=O)OCC)c1csc(Nc2ccc(C)cc2)n1 (centres undefined)
8	O=C(Oc1ccccc1C(=S)N1CCOCC1)c1ccccc1

| Assay by compound | 1 | 2 | 3 | 4 | 5 | 6 | 7 | 8 |
| --- | --- | --- | --- | --- | --- | --- | --- | --- |
| Neddyl block | i | i | i | i | i | i | i | i |
| Rin1 Abl inh | -1.4 | -4.8 | 3.5 | 2.4 | 0.6 | -1.9 | 3.7 | -1.4 |
| CSN deneddyl inh | 1.4 | -5.0 | -0.2 | 3.5 | -2.0 | 0.4 | -7.1 | -5.4 |
| MsrA inhibitor | 0.4 | 0.4 | -0.3 | 2.1 | -0.6 | -0.7 | -0.2 | -0.2 |
| E coli Lon inh | 5.4 | -4.5 | -10.5 | 11.2 | -1.9 | -9.7 | -5.0 | 1.0 |
| PABP1 MLLE inh | 0.9 | 16.8 | 9.8 | -18.6 | -7.0 | -10.0 | 4.4 | -14.6 |
| bovine MsrA act | -0.7 | -1.9 | -3.6 | -2.0 | -2.8 | -2.4 | -2.3 | 0.4 |
| TbMetRS inhib | -0.3 | -0.8 | -1.0 | -1.2 | 0.1 | -0.8 | 0.0 | -0.2 |
| FAS TE block | -5.1 | -4.3 | 6.7 | 32.4 | -7.4 | 2.8 | 0.3 | -0.3 |

9	O=C(NCc1ccco1)/C(=C/c1ccc(F)cc1)NC(=O)c1ccccc1
10	CCCN(CCO)Cc1cccc(Cl)c1
11	Cc1nc(Nc2ccncc2)c2oc3ccccc3c2n1
12	COc1ccc(/C=C(/C(=O)Nc2ccccc2C(=O)NC(C)C)c2ccccc2)cc1
13	Cc1ccc2nc(CCc3nc4ccc(C)cc4[nH]3)[nH]c2c1
14	Cc1c(OCC(=O)NCC(O)c2ccccc2)ccc2c(-c3ccccc3)cc(=O)oc12 (centres undefined)
15	CC(=O)Nc1nc(C(=O)Nc2c(C)n[nH]c2C)cs1
16	COc1cccc(C(=O)Nc2ccc3c(c2)C(=O)N(CCC(=O)O)C3=O)c1

| Assay by compound | 9 | 10 | 11 | 12 | 13 | 14 | 15 | 16 |
| --- | --- | --- | --- | --- | --- | --- | --- | --- |
| Neddyl block | i | i | i | i | i | i | i | i |
| Rin1 Abl inh | -2.6 | 0.5 | -1.4 | -4.8 | 2.5 | -0.1 | -0.5 | 0.5 |
| CSN deneddyl inh | 0.8 | -6.8 | 6.6 | 2.3 | 1.9 | 5.6 | 0.2 | 6.8 |
| MsrA inhibitor | 1.0 | -0.4 | 5.4* | 2.6 | 1.9 | 0.6 | -1.1 | 1.0 |
| E coli Lon inh | -13.8 | -7.2 | -10.2 | 6.9 | -18.7 | -4.3 | 6.0 | -3.2 |
| PABP1 MLLE inh | -0.1 | -1.7 | 5.2 | 5.7 | -41.4 | 0.1 | -4.9 | -13.3 |
| bovine MsrA act | -7.1 | -10.8 | -9.1 | -11.5 | 1.1 | -7.8 | -6.6 | -0.9 |
| TbMetRS inhib | -0.7 | -1.9 | -0.8 | -0.5 | 6.4* | 0.0 | -0.9 | 0.4 |
| FAS TE block | 1.9 | -9.0 | -5.9 | 22.8 | -0.4 | 2.8 | -7.0 | -5.0 |

17	Cc1ccc(C(O)(C(=O)NN(C(=O)c2ccccc2)c2ccccc2)c2ccc(C)cc2)cc1
18	CC(=O)Nc1ccc(-c2ccnc3c2CC(C)(C(=O)NCc2cccc(Cl)c2)O3)cc1 (centres undefined)
19	CCCCNC(=O)c1cn(-c2ccc(OCC)cc2)c(=O)c2cc(OC)c(OC)cc12
20	Cc1ccc(C)c2[nH]c(=O)c(CCNC(=O)c3ccc(S(=O)(=O)N(C)C)cc3)cc12
21	CCOc1cc(-c2nc(C)c(C(C)=O)n2O)ccc1OCC(=O)Nc1ccc(F)cc1
22	O=C(Cc1ccccc1)N[C@H](c1ccccc1)P(=O)(O)CO
23	O=C(COC(=O)c1ccccc1Nc1ccccc1F)c1ccccc1
24	COc1ccccc1C1CC(c2ccc(Cl)cc2)Nc2nc(N)nn21 (centres undefined)

| Assay by compound | 17 | 18 | 19 | 20 | 21 | 22 | 23 | 24 |
| --- | --- | --- | --- | --- | --- | --- | --- | --- |
| Neddyl block | i | i | i | i | i | i | i | i |
| Rin1 Abl inh | -1.3 | -1.7 | 1.7 | -4.6 | 1.3 | 0.7 | -0.3 | -2.8 |
| CSN deneddyl inh | -2.8 | -0.8 | 1.5 | -3.8 | 1.5 | -6.3 | 1.3 | 6.9 |
| MsrA inhibitor | 0.8 | 0.1 | -0.6 | 0.8 | 0.5 | -0.8 | 0.9 | 0.6 |
| E coli Lon inh | -3.0 | -11.8 | 1.3 | -1.9 | 8.5 | 7.2 | -0.8 | 1.4 |
| PABP1 MLLE inh | 14.2 | 6.2 | 3.5 | 1.5 | 5.2 | -1.5 | 5.5 | 12.4 |
| bovine MsrA act | -0.6 | -7.9 | -12.4 | -1.3 | -3.1 | 1.3 | -3.0 | -2.8 |
| TbMetRS inhib | 0.4 | 0.0 | -0.7 | 0.1 | -0.1 | -0.6 | 0.1 | 0.5 |
| FAS TE block | -3.3 | 4.1 | 2.9 | 1.2 | -9.8 | -5.9 | 23.6 | -4.3 |

25	Cc1cccc(/C=N/NC(=O)c2ccc(NC(=O)c3cccc(Cl)c3)cc2)n1
26	Cc1ccccc1OCC(O)CN1CCN(CC(O)COc2ccccc2C)C(C)C1 (centres undefined)
27	O=S(=O)(/C=C/c1ccccc1)N1CCNCC1
28	O=c1cc(C(F)(F)F)nc(-c2ccccc2OC(F)(F)F)[nH]1
29	CCN=C1S/C(=C/c2ccc(-c3ccc(Cl)cc3C(=O)O)o2)C(=O)N1CC
30	CCn1c(SCC(=O)c2ccccc2)nnc1-c1cccnc1
31	Cc1cc(NC(=O)CCC(=O)N(c2ccccc2)C(C(=O)NC2CCCC2)c2ccccc2)no1 (centres undefined)
32	COc1cccc(NC(=O)CCSc2ccc3ccccc3n2)c1

| Assay by compound | 25 | 26 | 27 | 28 | 29 | 30 | 31 | 32 |
| --- | --- | --- | --- | --- | --- | --- | --- | --- |
| Neddyl block | . | i | i | i | i | i | i | i |
| Rin1 Abl inh | -0.6 | 3.9 | -1.1 | -0.3 | 1.0 | 1.0 | 1.3 | -6.6 |
| CSN deneddyl inh | 3.6 | 2.0 | -3.9 | 4.2 | 9.6 | 2.6 | -1.9 | 4.1 |
| MsrA inhibitor | -0.2 | -1.4 | -1.0 | -0.5 | 0.2 | -0.9 | -0.3 | 0.2 |
| E coli Lon inh | 6.3 | -5.1 | -0.1 | 2.9 | -8.2 | 4.5 | -5.0 | -8.2 |
| PABP1 MLLE inh | -6.7 | 1.1 | 8.4 | -2.2 | -16.8 | -2.4 | -3.1 | 11.0 |
| bovine MsrA act | -4.7 | -2.7 | -0.7 | -2.0 | -1.6 | -1.9 | -0.4 | -0.3 |
| TbMetRS inhib | -0.7 | -0.5 | -1.2 | 0.6 | 0.1 | 0.2 | -1.2 | 0.0 |
| FAS TE block | 1.8 | -6.6 | -2.4 | -0.5 | 1.7 | -7.0 | 0.3 | 10.6 |

An excerpt of these results, as labelled records:
[20] Cc1ccc(C)c2[nH]c(=O)c(CCNC(=O)c3ccc(S(=O)(=O)N(C)C)cc3)cc12
  Neddyl block = i
  Rin1 Abl inh = -4.6
  CSN deneddyl inh = -3.8
  MsrA inhibitor = 0.8
  E coli Lon inh = -1.9
  PABP1 MLLE inh = 1.5
  bovine MsrA act = -1.3
  TbMetRS inhib = 0.1
  FAS TE block = 1.2

[28] O=c1cc(C(F)(F)F)nc(-c2ccccc2OC(F)(F)F)[nH]1
  Neddyl block = i
  Rin1 Abl inh = -0.3
  CSN deneddyl inh = 4.2
  MsrA inhibitor = -0.5
  E coli Lon inh = 2.9
  PABP1 MLLE inh = -2.2
  bovine MsrA act = -2.0
  TbMetRS inhib = 0.6
  FAS TE block = -0.5

[13] Cc1ccc2nc(CCc3nc4ccc(C)cc4[nH]3)[nH]c2c1
  Neddyl block = i
  Rin1 Abl inh = 2.5
  CSN deneddyl inh = 1.9
  MsrA inhibitor = 1.9
  E coli Lon inh = -18.7
  PABP1 MLLE inh = -41.4
  bovine MsrA act = 1.1
  TbMetRS inhib = 6.4*
  FAS TE block = -0.4

[7] CCCCC(CCC(=O)O)(C(=O)OCC)c1csc(Nc2ccc(C)cc2)n1 (centres undefined)
  Neddyl block = i
  Rin1 Abl inh = 3.7
  CSN deneddyl inh = -7.1
  MsrA inhibitor = -0.2
  E coli Lon inh = -5.0
  PABP1 MLLE inh = 4.4
  bovine MsrA act = -2.3
  TbMetRS inhib = 0.0
  FAS TE block = 0.3

Next part
33	COc1cc(C(=O)Nc2ccc3c(c2)OCCO3)ccc1OC(C)C
34	COc1ccc(NC2=CC(c3ccc(OC)cc3)N(c3ccc(OC)cc3)C2=O)cc1 (centres undefined)
35	Cc1ccc(NC(=O)Cc2c(F)cccc2Cl)cc1S(=O)(=O)N1CCOCC1
36	CCn1c(SCC(=O)NC(C)(C)C)nnc1-c1ccncc1

| Assay by compound | 33 | 34 | 35 | 36 |
| --- | --- | --- | --- | --- |
| Neddyl block | i | . | i | i |
| Rin1 Abl inh | -0.5 | 1.6 | 1.5 | 2.5 |
| CSN deneddyl inh | 3.4 | 2.5 | -3.1 | -1.0 |
| MsrA inhibitor | -0.2 | -1.2 | -0.7 | 1.9 |
| E coli Lon inh | -3.7 | -13.4 | 7.5 | 6.5 |
| PABP1 MLLE inh | 14.0 | 14.3 | -1.6 | -2.6 |
| bovine MsrA act | -7.0 | -2.2 | -2.6 | -0.3 |
| TbMetRS inhib | -1.6 | -0.7 | -0.2 | 0.0 |
| FAS TE block | 5.7 | 26.5 | 4.0 | -3.8 |
